Mcl1-Noxa inh: disrupts binding of human Mcl-1 to Noxa peptide. TR-FRET Mcl-1/Noxa peptide binding, 2 h. AID 1022. hit rate 1.5% among 220,000. inhibition, % at 21.7 µM. Q07820;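 active = compounds that cut the protein-peptide binding signal by more than 50% relative to plate controls in a single-dose test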;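 note: His-tagged Mcl-1 with rhodamine Noxa BH3 peptide and terbium anti-His antibody; 0% = Mcl-1 plus Noxa peptide wells and 100% = peptide-only wells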
Target sequence (Q07820 whole entry, looked up): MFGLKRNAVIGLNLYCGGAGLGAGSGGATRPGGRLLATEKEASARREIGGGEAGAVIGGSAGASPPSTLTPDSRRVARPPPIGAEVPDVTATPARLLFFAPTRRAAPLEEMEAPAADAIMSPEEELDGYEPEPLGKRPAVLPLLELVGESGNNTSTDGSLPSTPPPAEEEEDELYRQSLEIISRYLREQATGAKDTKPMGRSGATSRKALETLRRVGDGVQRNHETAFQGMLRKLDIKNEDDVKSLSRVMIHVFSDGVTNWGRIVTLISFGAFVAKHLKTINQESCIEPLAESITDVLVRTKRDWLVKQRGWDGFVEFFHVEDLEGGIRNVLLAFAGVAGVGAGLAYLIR
Avidin fluor: avidin bead compound fluorescence profile; fluorescence (KMESF) at 10 µM; hit rate 0.38% among 220,000; Avidin beads, compound fluorescence 488/530 nm, flow cytometry; hits give high values; in the data active = fluorescence above about 47; note: inactives centre near 10
Rab7 wt GTP bind: alters GTP binding to wildtype dog Rab7. GST-Rab7 beads, fluorescent GTP binding, flow cytometry; actives lie on both sides; untreated = 100%, excess cold GTP = 0%. GTP binding activity (percent of control), % at 10 µM. hit rate 0.055% among 190,000. AID 758;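 active = fluorescent GTP binding to Rab7 beads changed by at least 20 points from the 100% baseline, either direction, mostly lower; inconclusive = compound itself probably fluorescent, or too few beads counted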;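 note: median green fluorescence of bound Bodipy-FL-GTP per Rab7 bead population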
Mcl1-Bid inh: Mcl-1/Bid interaction inhibition; inhibition, % at 21.7 µM; Q07820; TR-FRET Mcl-1/Bid-Dy647 peptide binding, 1536-well; AID 1021; hit rate 0.97% among 220,000;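 active = compounds that cut the binding signal by more than half at the single screening dose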;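 note: His-tagged Mcl-1 with europium anti-His antibody binding Bid BH3 peptide; 0% = Mcl-1 plus peptide wells and 100% = peptide-only wells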
Pf gamet viab: inhibitors of late stage P. falciparum gametocyte viability. P. falciparum stage V gametocytes, ATP luminescence, 24 h. inhibition, % at 10.9 µM. AID 743093. hit rate 0.065% among 150,000;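 active = inhibition above the mean plus 3 SD of compounds within the control limits, set per campaign, cut at about 38% in these data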;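 note: 0% = DMSO wells and 100% = medium only without gametocytes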
Rab2A wt mod: changes GTP binding to wildtype dog Rab2A, up or down; AID 760; hit rate 0.19% among 190,000; GTP binding activity, % at 10 µM; P61105; GST-Rab2 wt beads, Bodipy-GTP binding, flow cytometry;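 active = GTP binding activity at least 20 points away from 100%, either lowered or raised; inconclusive = signal likely due to the compound's own green fluorescence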;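 note: 0% = beads with excess unlabeled GTP and 100% = no-compound control corrected for plate trend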
Rac1 wt modul: human Rac1 wildtype GTP binding, inhibitors and activators; GST-Rac1 beads, fluorescent GTP binding, flow cytometry; actives lie on both sides; 0 = cold GTP competed, 100 = untreated; AID 757; GTP binding activity (% of control), % at 10 µM; hit rate 0.27% among 190,000;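 active = GTP binding activity at least 20 points away from the 100% control level, either lower or higher; inconclusive = compound flagged as likely green fluorescent, judged across all proteins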
HRas wt GTP bind: changes GTP binding to wildtype human HRas; hit rate 0.14% among 190,000; GTP binding activity, % at 10 µM; GST-Ras wt beads, Bodipy-FL-GTP binding, flow cytometry; actives lie on both sides; P01112; AID 759;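 active = GTP binding activity at least 20% away from the 100% baseline, either lowered as inhibitor or raised as activator; inconclusive = flagged as likely green fluorescent, judged across all proteins in the well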;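 note: 0% = unlabeled GTP competition control and 100% = no-compound control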
Target sequence (P01112 whole entry, looked up): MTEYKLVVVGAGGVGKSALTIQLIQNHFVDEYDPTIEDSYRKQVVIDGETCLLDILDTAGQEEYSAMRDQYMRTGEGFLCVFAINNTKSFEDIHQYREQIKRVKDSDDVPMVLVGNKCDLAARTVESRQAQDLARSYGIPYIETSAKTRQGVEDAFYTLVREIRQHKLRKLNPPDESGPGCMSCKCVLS
Cdc42 wt: human Cdc42 wildtype GTP binding change, either direction; P60953; GST-Cdc42 beads, Bodipy-GTP binding, flow cytometry; actives lie on both sides; percent activity (GTP binding), % at 10 µM; hit rate 0.2% among 190,000; AID 761;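 active = percent activity GTP binding at least 20 points away from the 100% baseline, either down as inhibitor or up as activator; inconclusive = compound flagged as likely green fluorescent from well-wide comparison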;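 note: median bead fluorescence of bound Bodipy-FL-GTP at 100 nM; 0% = excess unlabeled GTP control and 100% = no compound control; below 100% means less GTP binding so inhibitor and above means activator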
Target sequence (P60953 whole entry, looked up): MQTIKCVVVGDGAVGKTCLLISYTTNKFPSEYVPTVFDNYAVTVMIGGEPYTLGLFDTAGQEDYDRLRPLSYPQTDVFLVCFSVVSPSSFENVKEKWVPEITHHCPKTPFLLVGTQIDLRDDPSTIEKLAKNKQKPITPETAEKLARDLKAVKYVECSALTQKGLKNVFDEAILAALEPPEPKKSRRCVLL
Rac1 act GTP bind: human Rac1 activated mutant GTP binding change; P63000; GST-Rac1 activated beads, fluorescent GTP binding, flow cytometry; actives lie on both sides; 100% means binding = to untreated wells; percent activity (GTP binding), % at 10 µM; hit rate 0.11% among 190,000; AID 764;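 active = GTP binding at least 20 percentage points away from the 100% baseline, in either direction, so actives lie on both sides; inconclusive = Compound likely fluorescent itself, or too few beads counted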
GSH bead fluor: compound fluoresces at 488/530 nm on GSH beads; GSH beads flow cytometry, compound fluorescence 488/530 nm; hits give high values; fluorescence (KMESF) at 10 µM; hit rate 0.25% among 190,000; in the data active = fluorescence above about 89;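 note: glutathione beads carrying GST-tagged Bcl family fusion proteins plus one bare bead set; values are compound well signal with DMSO vehicle wells as background; inactives centre near 16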
Starred values were filed as active, the others as inactive; u = inconclusive; x = no result given; [ ] = dose if it differs, or a comment.

SMILES | Mcl1-Noxa inh | Avidin fluor | Rab7 wt GTP bind | Mcl1-Bid inh | Pf gamet viab | Rab2A wt mod | Rac1 wt modul | HRas wt GTP bind | Cdc42 wt | Rac1 act GTP bind | GSH bead fluor
CC(C)Cn1c(=S)[nH]c2cc(Cl)ccc21 | 16 | 9 | 103 | -22 | -9 | 89 | 94 | 98 | 101 | 93 | 19
O/N=C(/CCc1ccccc1)C1(O)CCCCC1 | -3 | 7 | 99 | 7 | -39 | 99 | 103 | 100 | 101 | 99 | 47
CCNC(=O)CN(c1ccccc1)S(=O)(=O)c1ccc(Cl)cc1 | -5 | 6 | 104 | 5 | x | 103 | 106 | 104 | 105 | 101 | 15
CCC(C)N(C(=O)c1csnn1)C(C(=O)NC(C)(C)C)c1ccccc1 (centres undefined) | -7 | 9 | 104 | -9 | x | 100 | 105 | 102 | 104 | 100 | 13
COC(=O)c1ccccc1NC(=O)c1cc2ncc(Br)cn2n1 | -10 | 26 | u | 35 | -22 | u | u | u | u | u | 14
COC(=O)c1cc(Br)c(=O)n(CCc2ccccc2)c1 | -17 | 24 | 97 | -14 | x | 95 | 97 | 98 | 94 | 92 | 14
CCn1c(CNC(=O)c2cccc(C)c2)nnc1SCC(=O)NC1CCCCC1C (centres undefined) | -13 | 7 | 102 | -15 | 2 | 105 | 101 | 104 | 104 | 101 | 19
Cc1nc2ccccc2nc1N1CCCCC1 | 6 | 21 | 99 | -14 | x | 96 | 100 | 96 | 103 | 98 | 15
COc1cccc(/C=N/NC(=O)C(=O)NCc2cccnc2)c1 | -7 | 15 | 97 | -10 | x | 97 | 99 | 97 | 99 | 101 | 16
Cc1cccc(C(=O)N2CCCCCC2)c1 | 19 | 8 | 99 | -32 | x | 94 | 105 | 101 | 103 | 99 | 22
CCc1nnc(NC(=O)CSc2nc(C3CCCCC3)nc3ccccc23)s1 | -6 | 7 | 97 | -32 | x | 99 | 99 | 100 | 96 | 94 | 58
COc1ccccc1CCNCc1ccc(OC)c(OCc2ccccc2)c1 | 18 | 30 | 101 | 24 | x | 100 | 108 | 103 | 102 | 101 | 24
COc1cc2cc(CN(CCc3cccc(C)c3)C(=S)NCCCN3CCOCC3)c(=O)[nH]c2cc1OC | 13 | 13 | 96 | -29 | 13 | 96 | 97 | 96 | 97 | 99 | 10
Cc1cc(C)nc(NC(=NCCc2c[nH]c3ccccc23)NC(=O)Nc2cccc([N+](=O)[O-])c2)n1 | 4 | 7 | 104 | -11 | -3 | 100 | 108 | 99 | 102 | 101 | 9
CCN=C1SC(C(=O)Nc2cc(Cl)cc(Cl)c2)CC(=O)N1CC (centres undefined) | -8 | 11 | 101 | -13 | -1 | 99 | 97 | 99 | 99 | 94 | 13
COC(=O)c1ccc(CSc2nnc(N)s2)o1 | 0 | 9 | 95 | -21 | -9 | 92 | 97 | 96 | 95 | 94 | 24
Cc1ccsc1-c1ccnc(-n2cccc2)n1 | 25 | 16 | 98 | -15 | 1 | 98 | 100 | 97 | 96 | 97 | 15
N/C(=N\OC(=O)c1cccc2ccccc12)c1ccc(Br)cc1 | 8 | 20 | 99 | -6 | x | 100 | 102 | 101 | 102 | 99 | 9
O=C(Nc1ccc(S(=O)(=O)N2CCCc3ccccc32)cc1)C1CCCO1 (centres undefined) | 25 | 12 | 103 | -2 | x | 111 | 120*[activator] | 110 | 117 | 102 | 24
CN(C(=O)c1cccnc1)c1nnc(-c2cnccn2)s1 | -14 | 14 | 98 | -19 | x | 104 | 104 | 103 | 103 | 100 | 64
CSCc1cc(N(C)C)nc(SCc2ccc(Cl)cc2Cl)n1 | 6 | 11 | 101 | -12 | x | 102 | 105 | 101 | 99 | 98 | 20
O=C1c2cccc3cccc(c23)C(=O)N1CCCSc1ncn[nH]1 | -6 | 8 | 103 | -21 | -18 | 98 | 95 | 96 | 98 | 97 | 21
Cc1cc(NC(=O)CN2C(=O)NC(CCc3ccccc3)C2=O)no1 (centres undefined) | 6 | 6 | 106 | -20 | x | 102 | 100 | 100 | 100 | 93 | 13
CCN=C1SC(CC(=O)Nc2ccc(C)cc2)C(=O)N1CC (centres undefined) | 3 | 23 | 98 | -24 | 10 | 98 | 100 | 102 | 99 | 97 | 11
Cc1nnc(NC(=O)C2CCCN2S(=O)(=O)c2ccc(Cl)cc2)s1 (centres undefined) | 25 | 10 | 99 | -10 | 18 | 97 | 100 | 98 | 101 | 97 | 25
Cc1ccc(NC(=O)CSc2ccccc2NC(=O)c2ccccc2Cl)cc1Cl | 19 | 13 | 94 | -12 | -4 | 94 | 94 | 95 | 98 | 98 | 7
COC(=O)c1ccc(/C=C2\N=C(SC)SC2=O)cc1 | -7 | 13 | 103 | -17 | -3 | 98 | 101 | 100 | 103 | 97 | 18
Cc1ccc(S(=O)(=O)c2nc(N3CCOCC3)sc2Cl)cc1 | 24 | 17 | 92 | -13 | -9 | 95 | 94 | 95 | 94 | 93 | 33
Cc1ccc(C(=O)OCC(=O)NCC(F)(F)F)cc1C | 17 | 6 | 101 | 2 | -4 | 104 | 107 | 98 | 103 | 97 | 24
Cc1cc(C)c(C(=O)Cn2nc(C)c([N+](=O)[O-])c2C)cc1C | 2 | 19 | 96 | -1 | 2 | 93 | 92 | 94 | 91 | 95 | 10
COC(=O)Nc1ccc(S(=O)(=O)N2CCCCC2)cc1 | 4 | 10 | 97 | 15 | -1 | 96 | 100 | 98 | 96 | 97 | 12
Cc1ccc(OCC(=O)Nc2ccc(N3CCN(C(=O)c4ccco4)CC3)cc2)cc1 | 27 | 12 | u | 28 | -7 | u | u | u | u | u | 14
COc1cc2cc(CN(CCCN3CCOCC3)C(=O)Nc3ccccc3F)c(=O)[nH]c2cc1OC | 13 | 16 | 97 | -3 | 4 | 98 | 103 | 97 | 100 | 96 | 15
O=C(C/C=N/OCc1ccc(Cl)cc1Cl)c1ccc(Cl)cc1 | 6 | 7 | 92 | -8 | -38 | 96 | 101 | 94 | 97 | 98 | 5
O=C(Cn1nc(-c2ccccc2F)ccc1=O)Nc1ccc(S(=O)(=O)N2CCCCCC2)cc1 | -61 | 3 | 102 | -19 | 16 | 100 | 100 | 101 | 101 | 99 | 7
CC(C)Oc1cccc(C(=O)O)c1 | -3 | 10 | 101 | -11 | -6 | 98 | 105 | 100 | 100 | 97 | 5
CS(=O)(=O)N1CCN(c2nc(-c3ccc(F)cc3)cs2)CC1 | 6 | 9 | 98 | -38 | x | 102 | 102 | 103 | 103 | 101 | 26
CN(C(=O)CSc1nnc(-c2c[nH]c3ccccc23)o1)C1CCS(=O)(=O)C1 (centres undefined) | 2 | 9 | 102 | -1 | 5 | 96 | 104 | 98 | 99 | 98 | 15
O/N=C/c1ccccc1OCc1ccc(Cl)cc1 | 2 | 11 | 100 | -1 | x | 97 | 97 | 95 | 95 | 96 | 23
Cc1ccccc1N=C1Nc2ccccc2CS1 | -8 | 13 | 103 | 10 | x | 103 | 98 | 101 | 96 | 97 | 37
CCOc1cc(/C=C2/SC(=O)N(CC(=O)N3CCc4ccccc4C3)C2=O)ccc1OCC(=O)O | 19 | 5 | 98 | 18 | 25 | 92 | 96 | 94 | 94 | 91 | 27
CN(C)S(=O)(=O)c1ccc(NC(=O)c2cccnc2)cc1 | 3 | 13 | 99 | 1 | x | 101 | 106 | 101 | 103 | 97 | 33
COc1ccc2nc(NC(C)=O)sc2c1 | -7 | 37 | 105 | -7 | x | 100 | 102 | 100 | 101 | 100 | 18
Cn1c(CO)cnc1SCc1ccc(F)cc1 | 9 | 11 | 104 | 1 | 9 | 99 | 101 | 98 | 99 | 96 | 11
COc1cc(C(=O)Nc2cc(C(F)(F)F)ccc2N2CCOCC2)ccc1O | 11 | 1 | 95 | -63 | x | 95 | 98 | 97 | 96 | 98 | 9

Arranged by value in Mcl1-Noxa inh (falling): three of the compounds above.
SMILES	Mcl1-Noxa inh
COc1cc2cc(CN(CCCN3CCOCC3)C(=O)Nc3ccccc3F)c(=O)[nH]c2cc1OC	13
CN(C(=O)CSc1nnc(-c2c[nH]c3ccccc23)o1)C1CCS(=O)(=O)C1 (centres undefined)	2
O=C(Cn1nc(-c2ccccc2F)ccc1=O)Nc1ccc(S(=O)(=O)N2CCCCCC2)cc1	-61

More compounds
SMILES | Mcl1-Noxa inh | Avidin fluor | Rab7 wt GTP bind | Mcl1-Bid inh | Pf gamet viab | Rab2A wt mod | Rac1 wt modul | HRas wt GTP bind | Cdc42 wt | Rac1 act GTP bind | GSH bead fluor
COC(=O)c1c(C)[nH]c(C(=O)OCC(=O)NC(C)(C)C)c1C | 4 | 15 | 98 | -16 | 23 | 96 | 100 | 97 | 98 | 97 | 23
C/C(=N\NC(=O)c1cccs1)c1cccnc1 | 1 | 23 | 96 | -10 | x | 96 | 99 | 99 | 98 | 97 | 20
Clc1ccccc1Cc1noc(CN2CCN(c3cnccn3)CC2)n1 | 4 | 9 | 96 | -16 | 8 | 98 | 98 | 98 | 97 | 97 | 13
O=c1cc(N2CCOCC2)cnn1-c1ccccc1 | -4 | 6 | 104 | -53 | 3 | 104 | 107 | 106 | 107 | 103 | 12
COc1ccc(NC(=O)NC2CC3CCCC(C2)N3Cc2ccccc2)cc1 (centres undefined) | 18 | 15 | 100 | -29 | x | 100 | 105 | 100 | 102 | 98 | 36
CC(=O)c1ccc2c(c1)N(C)c1ccccc1S2 | 30 | 4 | 87 | -20 | x | 91 | 93 | 93 | 91 | 86 | 20
Cc1ccccc1-n1c(=O)cc(N2CCc3ccccc3C2)[nH]c1=O | -4 | 15 | u | -53 | x | u | u | u | u | u | 34
Cc1ccc(NC(=O)Cn2c(O)c(N=NC(=O)c3ccncc3)c3ccccc32)cc1 | 39 | 16 | 97 | 27 | x | 97 | 100 | 98 | 101 | 93 | 14
O=C1CCCC(NCCCCCCNC2=C([N+](=O)[O-])C(=O)CCC2)=C1[N+](=O)[O-] | 7 | 24 | 98 | -41 | 3 | 99 | 105 | 98 | 100 | 98 | 22
NC(=O)c1c(NC(NC(=O)c2ccco2)(C(F)(F)F)C(F)(F)F)sc2c1CCCC2 | 25 | 7 | 99 | -49 | x | 97 | 102 | 99 | 101 | 100 | 5
Cc1noc(C)c1COC(=O)c1ccccc1Sc1ccccc1C#N | 2 | 9 | 98 | -3 | x | 94 | 98 | 97 | 95 | 93 | 24

From PubChem
